NOD1 NF-kB reporter – NOD1 signaling inhibitors, primary screen, cell-based, luminescence, uHTS (AID 1578); NOD1-driven NF-kB luciferase reporter cells, luminescence; higher % means a stronger effect; one-dose inhibition, % at 4 µM; EC50 in µM for titrated hits; hit rate 1% among 290,000; in the data active = inhibition mostly above about 36%, no sharp cut-off; inactive = mostly below about 34%;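 also: HEK-293T reporter cells stimulated with the NOD1 agonist gamma-tri-DAP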
SIAH1 antagonists – Siah-1 peptide-binding antagonists, primary screen, biochemical, fluorescence polarization, rhodamine-plectin, uHTS (AID 1817) | Siah-1 / rhodamine-plectin peptide fluorescence polarization; higher % means a stronger effect | displacement, % at 20 µM, or IC50 in µM where a hit was titrated | hit rate 0.02% among 290,000;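 active = displacement of at least 50% at 20 µM, with a fluorescence ratio check between 0.3 and a set limit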;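 also: plate controls were Siah plus tracer with DMSO for no effect and tracer alone without Siah for full effect; strong numbers were not always called active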
LYP inhibition – inhibitors of LYP phosphatase, biochemical, fluorescence intensity, uHTS (AID 1779); inhibition, % at 11.5 µM, or IC50 in µM where a hit was titrated; hit rate 0.054% among 290,000; recombinant LYP phosphatase, fluorescence intensity; higher % means a stronger effect;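 also: plate controls were vehicle with enzyme for no effect and no enzyme for full effect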
Myeloid diff MLP – compounds promoting myeloid differentiation | ER-HoxA9 myeloid progenitors, lysozyme-GFP differentiation, flow cytometry | hit rate 1% among 360,000 | calls only at 10 µM | AID 624256;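 active = normalized GFP-positive differentiation at or above the plate's own cutoff, the solvent-only control mean plus 3 SD; inconclusive = no clear call, values can overlap the other calls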;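 also: cells exposed to compound for four days before flow analysis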
HIV fusion peptide – cell-free HIV fusion peptide-binding blockers – biochemical, uHTS, fluorescence dequenching, primary screen (AID 1986); cell-free peptide binding, fluorescence dequenching, 30 min; higher % means a stronger effect; inhibition, % at 20 µM; hits with a dose series show IC50 in µM; hit rate 0.3% among 290,000; in the data active = inhibition mostly above about 52%, no sharp cut-off; inactive = mostly below about 76%; also: some results filed as inactive read as strong as hits
KOR beta-arrestin-1 – kappa opioid receptor activators – cell-based, luminescence, uHTS, primary screen (AID 1777); hit rate 0.02% among 280,000; KOR beta-arrestin recruitment, luminescence; higher % means a stronger effect; activation, % at 10 µM, or EC50 in µM where a hit was titrated; in the data active = activation above about 50%, passing the limit was not always enough; also: a part of the inactive calls stands beside numbers as strong as those of hits
NOD2 inhibition – inhibition of NOD2-driven NF-kB reporter – cell-based, luminescence, uHTS, HEK293 (AID 1566). inhibition, % at 4 µM, or EC50 in µM where a hit was titrated. HEK293 NOD2/NF-kB luciferase reporter, luminescence; higher % means a stronger effect. hit rate 0.63% among 290,000; also: many of its hits are not listed in these tables
KOR beta-arrestin-2 – KOR antagonists, beta-arrestin recruitment, cell-based, luminescence, uHTS (AID 1778) | KOR beta-arrestin recruitment, luminescence, antagonist mode; higher % means a stronger effect | inhibition, % at 10 µM, or IC50 in µM where a hit was titrated | hit rate 0.091% among 290,000; also: strong numbers were not always called active
PhoP inhibition – inhibitors of PhoP regulon expression, primary screen, Salmonella Typhimurium, GFP reporter (AID 1863); inhibition, % at 50 µM; hits with a dose series show IC50 in µM; hit rate 0.16% among 300,000; S. Typhimurium PhoP-regulated promoter GFP reporter, 4 h; higher % means a stronger effect;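 active = inhibition over 29.93%, a cutoff 3 SD above the screen mean, later confirmed by dose response; inconclusive = inhibition over 29.93% but no dose response follow-up; inactive = inhibition at most 29.93% or unconfirmed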;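 also: 0% = low Mg2+ inducing control and 100% = high Mg2+ repressing control; strong numbers were not always called active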
Myeloid diff MLP GFP+ MAC1+ % – further read-out of Myeloid diff MLP, marked with its call; GFP+ MAC1+ double positive, %; measured here: differentiation confirmed by MAC1 staining
An asterisk follows results filed as active; i = inactive; ? = inconclusive; nt = not tested or not shown; + = active, no number; [ ] = another dose, or the depositor's remark. Rule as the data show it, unless noted: active = inhibition above about 50%; inactive = the rest.

molecule	NOD1 NF-kB reporter	SIAH1 antagonists	LYP inhibition	Myeloid diff MLP	Myeloid diff MLP GFP+ MAC1+ %	HIV fusion peptide	KOR beta-arrestin-1	NOD2 inhibition	KOR beta-arrestin-2	PhoP inhibition
CCOC(=O)c1c[nH]c(=O)c(Br)c1O	-59%	8%	-4%	i	0.2	-0.2%	-0.4%	13%	17%	-12%
O=c1c(=Nc2ccccc2O)c(=O)c2ccccc12	-41%	-3%	-9%	+	3.2*	0.3%	-1.8%	-47%	-6%	-5%
CC(NC(=O)CC(c1ccccc1)c1cc(Cl)ccc1O)c1ccccc1 (stereo not given)	10%	2%	-2%	i	0.3	1.3%	13%	9%	-38%	12%
CCCCN(CC)CCCNC(=O)c1ccc(CSc2nc3ccncc3[nH]2)cc1	-25%	-1%	-5%	i	0.8	-0.5%	-0.6%	-5%	-28%	12%
O=C(NCCN1CCN(C(=O)Nc2ccccc2)CC1)Nc1ccccc1	-5%	0%	-2%	i	2.2	15%	2.8%	12%	-19%	5%
O=C1CCc2cc(S(=O)(=O)NCCC(=O)NC3CCCCC3)ccc2N1	1%	3%	-11%	i	0.0	0.5%	5.1%	13%	-4%	-2%
COc1ccc2sc(C)nc2c1NC(C)=O	10%	6%	0%	i	0.8	0.3%	7.2%	11%	22%	10%
CCCCNC(=O)N(O)C1N(/N=C/c2ccccc2F)C(=S)SC1(C)C (stereo not given)	2%	0%	-3%	i	0.9	-1.2%	-4.0%	7%	35%	-2%
CCOc1ccc(NC(=O)N2CCC(NC(=O)C(Cc3ccccc3OC)NC(C)=O)CC2)cc1 (stereo not given)	5%	1%	-9%	i	0.0	-1.0%	2.9%	4%	-4%	-1%
C(=C\c1nccc2c1[nH]c1ccccc12)/c1ccccc1	-5%	0%	-3%	i	0.6	1.2%	3.4%	-56%	-38%	-12%
CCCC(=O)NC(=S)Nc1ccc(NC(=O)c2cccs2)cc1	-20%	6%	-6%	i	0.4	0.3%	-6.0%	-8%	-14%	-12%
COC(=O)Nc1ccc(S(=O)(=O)NC2CCCCC2)cc1	-14%	-2%	-8%	i	0.7	-0.6%	0.8%	5%	2%	0%
COc1ccc(NC(=O)c2cc(C)no2)cc1Cl	-55%	1%	-3%	i	2.2	-1.4%	0.2%	-31%	8%	6%
Cc1ccc2[nH]c3c(c2c1)CN(C(=O)CN1CCN(c2cccc(C)c2C)CC1)CC3	-24%	-1%	4%	i	1.3	32%	1.7%	-6%	-19%	1%
Cc1cc(C)c(S(=O)(=O)Nc2ccccc2C(=O)N2CCOCC2)c(C)c1	-19%	-1%	-4%	i	1.6	0.5%	5.8%	-1%	-4%	1%
Cc1ccc(N(C(=O)Cn2nnc(-c3cccs3)n2)C(C(=O)NC2CCCC2)c2ccncc2)cc1 (stereo not given)	-1%	5%	-6%	i	4.2	2.8%	4.4%	9%	4%	-2%
N#CCc1c(C#N)c(N)nc(N2CCCC(O)C2)c1C#N (stereo not given)	-18%	-2%	-4%	i	0.0	0.8%	-3.0%	4%	13%	7%
COc1ccccc1[C@@H]1C(c2cccc(Cl)c2)=NN(c2ccccc2)[C@H]1C(=O)N1CCOC1=O	-8%	2%	-5%	i	1.3	-1.0%	-2.6%	4%	14%	1%
Cc1nn(CC(=O)NCc2cccs2)c(=O)c2nn(-c3ccccc3)c(C)c12	-1%	-2%	2%	i	0.0	-0.7%	1.7%	1%	-8%	-5%
Cc1cc(C)nc(NS(=O)(=O)c2ccc(-n3cccc3)cc2)n1	-28%	0%	9%	i	0.4	11%	3.1%	1%	11%	2%
COc1ccc(-c2nnc(NC(=O)CS(=O)(=O)c3ccc(Cl)cc3)o2)c(OC)c1	-14%	-5%	-12%	i	0.3	1.4%	-3.1%	9%	-11%	-1%
Cc1ccc2c(c1)C(c1ccc(F)cc1)N(C(=O)c1cc3ccccc3oc1=O)CC(=O)N2 (stereo not given)	-16%	-6%	3%	i	1.7	-2.7%	-2.3%	10%	10%	-1%
O=C1CC(=O)N2N=C(c3ccc([N+](=O)[O-])cc3)SC2=N1	-10%	13%	-8%	i	0.8	13%	-4.8%	3%	6%	-4%
NC(=O)c1c(NC(=O)C(=O)N2CCOCC2)sc2c1CCC2	9%	2%	-6%	i	1.0	0.4%	-1.7%	25%	27%	2%
Cc1c(NC(=S)NC(C)(C)C)c(=O)n(-c2ccccc2)n1C	-20%	2%	-5%	i	1.0	-1.4%	-2.8%	-105%	14%	-8%
O=C(CSc1nnc(-c2ccncc2)n1Cc1ccco1)Nc1ccccc1F	-6%	11%	-6%	i	0.6	-2.3%	-1.0%	-1%	25%	-2%
O=c1c2ccccc2nc(SCc2cccc(F)c2)n1-c1cccc(S(=O)(=O)N2CCCC2)c1	14%	2%	6%	i	0.6	-2.0%	11%	12%	-9%	1%
CC1CC(=O)c2cnc(Nc3ccccc3)nc2C1 (stereo not given)	-61%	0%	-2%	i	0.8	-1.5%	1.1%	-46%	2%	10%
COc1ccc(N2CCN(C(=O)CCCn3c(=O)[nH]c4cc(Cl)ccc4c3=O)CC2)cc1	-14%	0%	-8%	i	0.6	-0.6%	1.9%	-2%	-32%	-8%
Cc1cccc(NC(=S)NCC(c2cccnc2)N2CCOCC2)c1 (stereo not given)	-18%	4%	-9%	i	0.6	-0.5%	-3.1%	14%	19%	-9%

Looked up above:
In LYP inhibition, COc1ccc2sc(C)nc2c1NC(C)=O has 0%
In KOR beta-arrestin-2, COc1ccc(N2CCN(C(=O)CCCn3c(=O)[nH]c4cc(Cl)ccc4c3=O)CC2)cc1 has -32%

Other records:
molecule	NOD1 NF-kB reporter	SIAH1 antagonists	LYP inhibition	Myeloid diff MLP	Myeloid diff MLP GFP+ MAC1+ %	HIV fusion peptide	KOR beta-arrestin-1	NOD2 inhibition	KOR beta-arrestin-2	PhoP inhibition
COc1ccc(CCN(C)CC(=O)Nc2c(C)cc(C)cc2C)cc1OC	-20%	0%	-8%	i	1.1	-0.3%	-2.8%	10%	2%	1%
O=C1c2ccccc2C(=O)N1CCCSc1nc2ccccc2o1	7%	-3%	-6%	i	1.1	0.3%	-5.7%	20%	-12%	12%
COc1ccc(CC(=O)NCc2ccccc2)cc1S(=O)(=O)N1CCOCC1	-27%	-3%	-3%	i	0.8	-2.3%	-5.7%	5%	-17%	-5%
O=C(Nc1cccc2ccccc12)c1ccc([N+](=O)[O-])s1	14%	-2%	0%	i	0.2	4.9%	0.7%	25%	-3%	7%
CC(C)(C)C(=O)Nc1cccc(C(=O)c2cccc(NC(=O)C(C)(C)C)c2)c1	6%	2%	-3%	i	0.2	-0.9%	-9.9%	6%	-10%	24%
O/N=C(/c1ccccc1)c1cc2cc(Br)cc(Br)c2o1	-16%	4%	-5%	i	0.6	1.5%	-2.9%	-4%	-7%	4%
Cc1ccc(OCC(O)CN2CC3(C)CC2CC(C)(C)C3)cc1 (stereo not given)	-23%	2%	2%	i	0.7	0.6%	-0.1%	3%	4%	2%
Cc1ccc(S(=O)(=O)N2CCc3c2cc([N+](=O)[O-])cc3[N+](=O)[O-])cc1	-8%	7%	0%	i	0.5	0.3%	1.7%	25%	-3%	11%
Cc1ccc(CN(Cc2ccco2)C(=S)NCC(=O)O)cc1	-25%	2%	1%	i	0.6	2.8%	-1.2%	1%	-1%	7%
O=S(=O)(c1ccc(Cl)nc1)N1CCCc2ccccc21	27%	-2%	-3%	i	0.3	-2.7%	-0.8%	8%	-43%	5%
CCCN1C(=O)S/C(=C\c2ccc(N3CCOCC3)cc2C)C1=O	-95%	-2%	-6%	nt	nt	-1.6%	3.8%	-40%	-2%	?
CC(=O)NCC(=O)NC(C(=O)Nc1ccc2c(c1)OCCO2)c1ccc(C)cc1 (stereo not given)	-22%	0%	0%	i	1.0	0.6%	4.6%	8%	-16%	-18%
Cc1cc(Cl)ccc1NC(=O)c1ccc2c(c1)OCO2	-11%	-3%	-1%	i	0.2	1.0%	4.1%	-48%	-1%	-7%
O=c1c2ccccc2nnn1CCN1CCOCC1	-22%	-4%	-6%	i	0.3	-0.1%	3.3%	-3%	-21%	-7%
CC(C)OC(=O)CSc1nnc(-c2cccnc2)n1N	21%	-5%	9%	i	0.4	2.6%	4.7%	15%	-10%	-5%
COc1cc(/C=C2/NC(=O)N(CC(=O)Nc3cccc(C)c3)C2=O)ccc1OCC(N)=O	-33%	-7%	-4%	i	0.2	-1.5%	-5.2%	4%	-9%[20 µM]	-6%
CCOC(=O)Cc1csc(SCC(=O)Nc2cc(Cl)ccc2Oc2ccccc2)n1	-7%	1%	0%	i	0.9	-1.3%	0.3%	5%	-21%	2%
Cc1cc(C)nc(N2CCN(c3ncnc4c3cnn4Cc3ccc(Cl)cc3Cl)CC2)n1	-44%	4%	-7%	nt	nt	-1.0%	4.0%	4%	-46%	nt
O=C(COC(=O)CNC(=O)c1ccccc1)Nc1ccc(S(=O)(=O)N2CCCC2)cc1	-26%	0%	-4%	i	0.2	0.7%	-2.7%	6%	-4%	4%
Cn1c(=O)c2c(ncn2CC(=O)N/N=C/C=C/c2ccccc2[N+](=O)[O-])n(C)c1=O	2%	-5%	-6%	nt	nt	-2.4%	nt	-6%	nt	-12%
CCC(C)NC(=O)CCC(=O)NNc1nc2ccccc2c2nc(C)nn12 (stereo not given)	-31%	0%	-5%	i	1.1	-2.2%	0.2%	-4%	-6%	-3%
CSCCC(NC(=O)c1ccc(Cl)cc1Cl)C(=O)NCc1ccccn1 (stereo not given)	-26%	5%	-7%	i	0.7	-0.1%	-4.3%	0%	22%	3%
C=CCN1c2ccccc2[C@]23C[C@@H](C(=O)OC)N(C(=O)NCCC)C2=NC(C(=O)OC)=C(C(=O)OC)[C@H]13	12%	-3%	-6%	i	0.9	-0.7%	0.3%	-1%	28%	-4%
FC(F)(F)c1nnc(-c2ccccc2)nc1Sc1ccccc1	-12%	-2%	-4%	nt	nt	3.5%	-0.2%	-13%	2%	-14%
Cn1c(OCc2cccnc2)nc2c1c(=O)n(Cc1ccc(Br)cc1)c(=O)n2C	24%	0%	-3%	i	0.7	-0.1%	18%	12%	-12%	-6%
CCOC(=O)c1sc2ncn(/N=C/c3cccnc3)c(=O)c2c1C	6%	-1%	-5%	i	1.1	-1.2%	-0.2%	12%	2%	9%
COCC(C)NC(=O)c1cc(S(=O)(=O)N2CCCCC2)ccc1N1CCOCC1 (stereo not given)	8%	-5%	-7%	i	0.0	7.4%	9.3%	2%	-28%	7%

From PubChem BioAssay

Some of the compounds tested; count on the stated rates, not on these rows.
